Assay outcomes (PubChem)
DNMT1 inh – inhibitors of human DNMT1 | P26358 | DNMT1 molecular beacon, Hinp1I cleavage, fluorescence | inhibition (reported as % activation of signal), % at 10 µM | hit rate 0.83% among 360,000 | AID 588458; in the data active = inhibition above about 50%
NadD inh – blocks S. aureus nicotinate mononucleotide adenylyltransferase; purified NadD enzyme, colorimetric absorbance read-out; inhibition, % at 20 µM; hit rate 0.78% among 360,000; in the data active = inhibition above about 26%; note: some compounds past the cut are filed as inactive
SKN-1 inh – inhibitors of C. elegans SKN-1. hit rate 0.49% among 360,000. inhibition, % at 21.8 µM. AID 624304. C. elegans VP596 Pgst-4::GFP/RFP ratio, acrylamide-induced, 24 h;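 active = interference check ratio from 0.5 to 1.5 plus GFP to RFP signal ratio inhibition reaching or exceeding a fixed threshold, cut at about 30% in these data, passing the limit was not always enough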; note: some compounds called inactive have numbers as strong as hits
Rpn11 inh – inhibitors of human proteasome Rpn11 | human 26S proteasome, Ub4-pepOG fluorescence polarization; 20S core pre-blocked with epoxomicin | calls only at 20 µM | hit rate 0.59% among 360,000 | AID 588493;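 active = inhibition at 20 µM, scaled to each plate's controls, above about 33%, limit read from the data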
Scp1 inh – inhibitors of human Scp-1 phosphatase. Q9GZU7. AID 493091. inhibition, % at 20 µM. Recombinant Scp1, phosphopeptide, malachite green phosphate absorbance. hit rate 0.88% among 340,000;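 active = inhibition above about 50% at 20 µM, limit read from the data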;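 note: plate controls were DMSO wells with enzyme for no effect and wells lacking enzyme for full effect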
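Test system: SCP-1 phosphatase catalytic domain, residues 76-261 | Compound dosing: One concentration, 20 µM, with 1.0% DMSO | Schedule: 45 min room-temperature reaction, 5 min colour, 30 min stabiliser | Detection: Absorbance at 630 nm | Read-out basis: % inhibition of SCP-1 phosphate liberation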
MT1-MMP act inh – blocks activation of human MT1-MMP. P50281. HT1080 RFP-PRO-GFP cells, GFP/RFP ratio fluorescence, overnight; percent of plate control window, DMSO zero. GFP/RFP ratio change, % at 20 µM. hit rate 0.061% among 360,000;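 active = GFP/RFP ratio change of at least 30% with cell ATP level not reduced by more than half and red fluorescence within 50% of control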; note: strong numbers were not always called active
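Material: RFP-PRO-GFP reporter HT1080 cells. Dosing: single-point 20 µM compound, 1% DMSO. Controls: DMSO and RFP-L50D-GFP cell wells. Timing: cells overnight before dosing, compound overnight, 37 °C, 5% CO2. Measure: GFP/RFP fluorescence ratio.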
LMPTP inh – LMPTP (human) inhibition | P24666 | recombinant LMPTP-A, OMFP fluorogenic substrate, fluorescence intensity | inhibition, % at 20 µM | hit rate 0.22% among 360,000 | AID 651560;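 active = compounds that cut the enzyme signal by at least half of the control window in the single-dose screen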;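 note: plate controls were DMSO wells with enzyme plus substrate for no effect and substrate without enzyme for full effect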
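Test system: LMPTP-A, protein tyrosine phosphatase of low molecular weight; Input: 0.625 nM enzyme; Incubation: 50 min dark incubation at room temperature; Signal: endpoint fluorescence intensity from OMFP dephosphorylation; Read-out basis: % inhibition versus control wells.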
STEP block – inhibitors of human striatal-enriched phosphatase STEP; AID 588621; recombinant STEP, OMFP fluorogenic substrate, fluorescence; inhibition, % at 20 µM; hit rate 0.25% among 360,000; P54829;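 active = inhibition at 20 µM, scaled per plate between control wells, above about 37%, limit read from the data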;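 note: 0% = DMSO with enzyme and substrate and 100% = substrate only without enzyme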
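Material: STEP (striatal-enriched tyrosine phosphatase) enzyme, cell-free; Compound dosing: 20 µM single dose in 1% DMSO; Technique: fluorescence read at 480 nm ex / 540 nm em; Times: reaction 20 min, ambient temperature; Medium: 50 mM Bis-Tris pH 6.0 with 2.5 mM DTT and 0.005% Tween 20; Also added: OMFP at 25 µM.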
SUMO1 PPI mod – SUMO1-SIM interaction modulation; SUMO1 binding to a labelled peptide, TR-FRET, 1 h; inhibition, % at 20 µM; hit rate 0.33% among 360,000; AID 602429; in the data active = inhibition above about 37%
Target sequence (P63165 whole entry, looked up): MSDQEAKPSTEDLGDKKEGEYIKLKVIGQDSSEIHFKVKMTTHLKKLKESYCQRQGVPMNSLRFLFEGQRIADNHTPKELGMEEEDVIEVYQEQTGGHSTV
CendR NRP1 mod – NRP-1/CendR interaction modulation; AID 602438; FAM-RPARPAR peptide binding to NRP-1, fluorescence polarization; hit rate 0.85% among 360,000; O14786; inhibition, % at 25 µM;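 active = inhibition or corrected inhibition above about 18%, plus a signal ratio from 0.5 to 1.5, limit read from the data, passing the limit was not always enough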; note: strong numbers were not always called active
Target sequence (O14786 whole entry, looked up): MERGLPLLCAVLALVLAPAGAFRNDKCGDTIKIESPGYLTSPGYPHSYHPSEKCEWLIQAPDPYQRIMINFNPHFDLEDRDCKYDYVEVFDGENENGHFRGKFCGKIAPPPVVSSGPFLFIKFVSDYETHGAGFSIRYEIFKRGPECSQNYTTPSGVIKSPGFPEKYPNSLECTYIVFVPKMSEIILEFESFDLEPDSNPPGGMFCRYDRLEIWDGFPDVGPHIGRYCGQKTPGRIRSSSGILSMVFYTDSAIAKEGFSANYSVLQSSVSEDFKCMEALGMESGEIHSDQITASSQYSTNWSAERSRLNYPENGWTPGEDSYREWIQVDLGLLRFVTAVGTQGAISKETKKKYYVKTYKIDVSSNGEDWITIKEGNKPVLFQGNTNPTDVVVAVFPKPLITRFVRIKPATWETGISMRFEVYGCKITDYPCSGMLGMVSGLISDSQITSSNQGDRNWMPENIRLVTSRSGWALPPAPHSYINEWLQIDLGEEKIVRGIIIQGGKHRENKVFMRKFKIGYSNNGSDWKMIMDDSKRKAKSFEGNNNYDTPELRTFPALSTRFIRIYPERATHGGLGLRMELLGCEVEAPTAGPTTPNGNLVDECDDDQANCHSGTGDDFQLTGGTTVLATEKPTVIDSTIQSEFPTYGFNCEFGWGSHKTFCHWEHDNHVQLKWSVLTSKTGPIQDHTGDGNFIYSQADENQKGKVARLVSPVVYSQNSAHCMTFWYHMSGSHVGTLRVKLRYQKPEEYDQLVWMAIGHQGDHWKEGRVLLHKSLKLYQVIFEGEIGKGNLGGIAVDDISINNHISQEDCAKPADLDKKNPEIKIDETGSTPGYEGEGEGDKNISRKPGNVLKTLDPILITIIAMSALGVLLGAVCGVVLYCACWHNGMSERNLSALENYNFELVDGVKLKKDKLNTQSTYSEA
* hit, by the source's call; i = inactive; . = no result given.

SMILES	DNMT1 inh	NadD inh	SKN-1 inh	Rpn11 inh	Scp1 inh	MT1-MMP act inh	LMPTP inh	STEP block	SUMO1 PPI mod	CendR NRP1 mod
C[C@@H]1CN([C@@H](C)CO)C(=O)c2cc(NC(=O)CCN3CCOCC3)ccc2O[C@@H]1CN(C)C(=O)Nc1ccccc1	2.5	-7.3	7.2	i	-1.6	5.7	-0.8	4.8	4.3	-6.2
O=C(CN(C(=O)CCC(=O)Nc1nccs1)c1ccccc1F)NCc1ccc(F)cc1	-1.2	-2.0	16.6	i	-3.1	-1.6	-1.2	-1.4	8.0	10.3
COc1ccccc1N1CCN(C(=O)CCNS(=O)(=O)c2cc(Br)cnc2N)CC1	0.1	-1.0	-6.0	i	5.1	.	-1.0	-1.5	3.7	2.9
CC1CCC(CN2CCN=C2Nc2ccccc2)CC1 (stereo not given)	0.3	-0.7	0.5	i	-5.8	3.1	-0.8	-1.7	5.6	9.8
Cc1ccc(C)c(OCC(=O)Nc2ccncc2)c1	3.4	-5.4	0.3	i	-0.6	-0.1	-0.4	-0.2	2.9	-1.6
NC(=O)C1CCN(C(=O)CC2C(=O)NCCN2Cc2cccc(Oc3ccccc3)c2)CC1 (stereo not given)	-5.5	-1.0	0.4	i	-1.8	-0.2	-0.8	-2.7	1.2	-11.2
C[C@H]1CN([C@@H](C)CO)C(=O)c2cc(Br)cnc2O[C@H]1CN(C)S(=O)(=O)c1cccs1	8.3	-3.0	4.4	i	.	-5.5	-2.0	2.0	2.5	1.9
O=C(O)c1ccccc1C=NNc1ccccn1	4.8	-1.6	2.6	i	4.7	-0.3	-0.8	-3.1	-6.2	18.9
CC(=O)Nc1ccc(-c2ccnc3c2CC(C)(C(=O)NCc2ccc(F)c(F)c2)O3)cc1 (stereo not given)	-2.9	-6.2	-15.3	i	.	-8.9	-0.7	-0.8	-9.7	-1.8
CN(C)C(=O)c1ccc(N=Nc2c(O)c3ccccc3[nH]c2=O)cc1	0.6	2.5	14.9	i	1.9	-12.6	3.7	3.3	-7.0	-2.1
CCCCn1c(N(CCOC(C)=O)C(C)=O)nc2ccccc21	-3.1	2.4	-12.5	i	-3.5	0.0	0.5	-0.5	-0.5	-0.1
COC(c1ccccc1)c1c(-c2ccccc2)nn(C)c1Cl (stereo not given)	3.5	0.7	-1.5	i	0.2	-1.3	0.6	0.2	1.0	2.1
CC(C)(C)c1csc(NC(=O)C2COc3ccccc3O2)n1 (stereo not given)	1.6	-5.4	22.7	i	-9.6	-30.0	0.9	0.8	3.5	17.0
COC(=O)c1ccc2nc(NC(=O)CSCC(=O)OCC(=O)c3ccccc3)sc2c1	2.2	-6.1	0.5	i	-4.9	-0.5	0.9	-1.3	5.2	-2.4
CN1C(=O)C(=O)/C(=C(/O)c2ccccc2)C1c1ccc([N+](=O)[O-])cc1 (stereo not given)	-1.2	3.8	12.1	i	-8.3	1.4	-1.1	1.7	-11.1	-7.1
Cc1ccc(C(=O)NC2(C(F)(F)F)NC(=O)N(c3ccc(Cl)cc3)C2=O)cc1 (stereo not given)	3.6	-10.0	2.6	i	-5.3	4.8	1.3	-4.4	3.8	-10.6
Cc1ccc(-n2c([S-])c(C(=O)NC(C)c3ccccc3)[n+]3ccccc23)cc1 (stereo not given)	-5.6	-2.4	8.4	i	-3.4	0.0	0.3	5.3	0.6	-5.2
CCCCNC(=O)C1(C)CCCCN1C(=O)c1csnn1 (stereo not given)	4.6	1.2	-10.6	i	.	6.2	-0.6	4.1	1.8	-5.5
Cc1cc(N2CCC(C)CC2)c(F)cc1[N+](=O)[O-]	-0.5	10.1	2.2	i	-4.1	11.3	0.4	4.0	-10.8	-11.7
CCCCn1c(N)c(N2CCOCC2)c(=O)n(CC(=O)NC(C)c2ccccc2)c1=O (stereo not given)	-3.5	-11.4	8.1	i	-6.5	0.2	0.6	-4.5	-0.8	15.2
CCC(=O)c1cn(CC(=O)Nc2cccc(C)c2)c2ccccc12	0.4	0.9	-0.4	i	-3.7	4.7	0.4	-2.5	-20.1	4.0
COc1cc(C(O)P(=O)(OC(C)C)OC(C)C)cc(OC)c1OC (stereo not given)	7.8	-2.0	2.2	i	-4.9	4.1	-2.0	1.9	0.9	8.2
Cc1cc(C)cc(N(CC(=O)NC2CCC(C)CC2)S(=O)(=O)c2c(C)[nH]c(=O)[nH]c2=O)c1 (stereo not given)	5.1	-5.9	-7.1	i	-5.6	-0.3	-0.9	1.6	0.7	-9.2
CC1(C(=O)NCC2CCCCC2)CCN1CCc1ccccc1 (stereo not given)	-3.0	-2.1	13.3	i	.	-3.0	-1.3	-1.9	1.4	5.5
Cc1ccc(C)c(NC(=S)N2CCC(c3nc4ccccc4s3)CC2)c1	-4.0	-3.6	-1.9	i	8.9	5.4	1.3	2.6	-2.3	-1.3
Cc1cc(C)n(Cc2ccc(NC(=O)c3nn(C)cc3[N+](=O)[O-])cc2)n1	-4.9	-3.0	12.8	i	-6.1	-18.5	0.2	0.1	-24.6	-1.4
O=C(NC(=S)Nc1ccccc1N1CCCC1)c1ccc(-c2cccc([N+](=O)[O-])c2)o1	-19.8	31.9*	8.5	i	-4.7	-4.5	1.7	-0.9	3.1	-4.5
Cc1nn(CC(=O)Nc2ccc(C(=O)N3CCCC3)cc2)c(=O)c2ccccc12	2.9	-1.7	-18.4	i	5.2	0.8	-1.0	2.8	-0.4	8.0
COc1nc(NCC(C)C)nc(Oc2ccc(=O)n(-c3ccccc3)n2)n1	1.9	1.5	20.8	i	-6.5	1.7	-1.1	0.8	-10.4	3.9
CCOC(=O)C(NC(C)=O)(Nc1ccc(S(N)(=O)=O)cc1)C(F)(F)F (stereo not given)	5.2	-1.0	6.9	i	-3.9	1.9	-1.0	-5.2	-1.2	-2.2
COCC(=O)N1CCC(Oc2ccc(C(=O)NC(C)c3csc(C)n3)cc2)CC1 (stereo not given)	-0.2	5.9	19.3	i	-4.0	-1.1	-1.6	0.2	1.0	7.7
COc1ccc(NC(=O)c2cnc3ccccn3c2=O)c(OC)c1	1.6	0.0	-15.1	i	-12.9	2.9	-0.7	0.2	-14.1	-7.8
O=C(CCN1C(=O)/C(=C/c2ccccc2F)SC1=S)NCCCn1ccnc1	-3.5	5.6	26.5	i	-2.4	-0.3	1.0	-0.8	-24.0	4.0
CCc1nnc(NC(=O)CSc2nc3c(C)cccc3[nH]2)s1	1.2	-2.8	7.6	i	-4.9	0.2	-0.4	-1.0	3.4	-1.3
CCNc1nc(NC(C)C)nc(SCCOc2ccc(C)cc2)n1	7.9	2.7	15.8	i	-7.6	1.1	2.6	-0.3	-3.3	-7.2
O=C(Nc1ccc(-c2cn3c(n2)SCC3)cc1)c1ccc2c(c1)OCO2	-14.5	17.3	15.3	i	2.6	1.4	3.5	0.1	8.6	1.5
NS(=O)(=O)c1ccc(CNC(=O)c2csc3c2CCCC3)cc1	-0.2	3.9	9.0	i	-7.3	-1.4	-0.2	0.6	-4.3	8.4
COc1ccccc1-c1noc(-c2ccccc2C(=O)N2CCOCC2)n1	-1.0	-3.3	10.4	i	0.3	2.7	-1.0	-1.9	0.7	17.4
COc1ccc(C(=O)OCCNC(=O)c2ccncc2)cc1OC	1.5	0.2	-6.5	i	-4.9	-0.1	-1.0	-2.7	1.9	1.2
Cc1cccn2cc(CNc3ccccc3)nc12	3.6	-1.9	-8.4	i	-4.7	1.0	-0.6	2.8	3.1	-3.0
CCOC(=O)Cc1csc(NC(=O)CSc2nnc(-n3nc(C)cc3C)c3ccccc23)n1	-2.0	6.6	7.3	i	-2.8	-4.6	-1.1	-4.2	-0.1	-13.2
Brc1ccc(Oc2nnnn2-c2ccccc2)cc1	-0.3	-2.6	36.8*	i	-0.2	1.7	-0.3	1.5	9.7	-4.7
CC1(C)OC(=O)C(=CNC(CCC(N)=O)C(=O)O)C(=O)O1 (stereo not given)	-3.6	-4.1	12.1	i	0.6	5.0	0.2	-1.7	-2.6	13.9
O=C1C2CCCN2C(c2ccco2)N1c1ccc(F)cc1 (stereo not given)	1.6	-5.1	-0.4	i	-4.7	0.9	0.5	-3.6	-0.9	-9.8
O=C(N/C(=C/c1cccs1)C(=O)N1CCCC1)c1ccccc1	-1.5	3.3	9.0	i	-3.1	2.3	-1.6	-1.3	-8.5	6.5
CN1CCN(CC2(O)CCN(S(=O)(=O)c3ccc(Cl)cc3)CC2)CC1	0.3	-7.4	-8.2	i	-1.1	0.4	-0.2	0.5	-2.2	-1.4
CC(=O)c1cn(C)c(=O)c2ccccc12	0.4	-0.4	13.6	i	-22.6	-1.7	-2.1	1.2	2.3	1.8
C=CCn1c(=NC(=O)c2ccc(S(=O)(=O)N3CCCc4ccccc43)cc2)sc2cc(S(N)(=O)=O)ccc21	-5.6	24.6	9.7	i	-19.2	-3.1	1.5	1.9	-0.4	-4.7
O=C(CN1CCc2ccccc2C1)Nc1ccc(F)cc1	-2.8	-5.3	21.1	i	-11.4	-0.9	2.2	2.9	3.4	-3.4
Cc1nnc(NC(=O)c2ccc3nccnc3c2)s1	1.2	1.1	17.2	i	3.6	2.6	-0.3	2.3	-32.0	-0.4
Cc1ccc(NS(=O)(=O)c2ccc(C(=O)Nc3nncs3)cc2)cc1	-1.1	-2.3	0.7	i	-9.5	.	-2.4	-0.2	5.3	-1.7
COc1ccc(C(=O)CN2C(=O)NC3(CCCCCC3)C2=O)c(OC)c1	-2.3	-3.5	7.8	i	-9.0	-1.6	0.3	-5.4	5.2	6.9

A stretch of the results above:
SMILES	DNMT1 inh	NadD inh	SKN-1 inh	Rpn11 inh	Scp1 inh	MT1-MMP act inh	LMPTP inh	STEP block	SUMO1 PPI mod	CendR NRP1 mod
CCCCn1c(N)c(N2CCOCC2)c(=O)n(CC(=O)NC(C)c2ccccc2)c1=O (stereo not given)	-3.5	-11.4	8.1	i	-6.5	0.2	0.6	-4.5	-0.8	15.2
CCC(=O)c1cn(CC(=O)Nc2cccc(C)c2)c2ccccc12	0.4	0.9	-0.4	i	-3.7	4.7	0.4	-2.5	-20.1	4.0
COc1cc(C(O)P(=O)(OC(C)C)OC(C)C)cc(OC)c1OC (stereo not given)	7.8	-2.0	2.2	i	-4.9	4.1	-2.0	1.9	0.9	8.2
Cc1cc(C)cc(N(CC(=O)NC2CCC(C)CC2)S(=O)(=O)c2c(C)[nH]c(=O)[nH]c2=O)c1 (stereo not given)	5.1	-5.9	-7.1	i	-5.6	-0.3	-0.9	1.6	0.7	-9.2
